PGE2 EP2 inh = human EP2 receptor antagonists, primary screen, TR-FRET cAMP, C6 glioma cells; Prostaglandin E2 receptor EP2 subtype (Homo sapiens), P43116; C6 glioma cells expressing human EP2; cells stimulated with saturating PGE2; inhibition, % at 25 µM; hit rate 0.52% among 260,000;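 active = percent inhibition above 40 after rounding to a whole number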;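 note: rat C6 glioma host cells with rolipram phosphodiesterase inhibitor present; the protocol text gives 20 µM as final concentration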
Target sequence (P43116 whole entry, looked up): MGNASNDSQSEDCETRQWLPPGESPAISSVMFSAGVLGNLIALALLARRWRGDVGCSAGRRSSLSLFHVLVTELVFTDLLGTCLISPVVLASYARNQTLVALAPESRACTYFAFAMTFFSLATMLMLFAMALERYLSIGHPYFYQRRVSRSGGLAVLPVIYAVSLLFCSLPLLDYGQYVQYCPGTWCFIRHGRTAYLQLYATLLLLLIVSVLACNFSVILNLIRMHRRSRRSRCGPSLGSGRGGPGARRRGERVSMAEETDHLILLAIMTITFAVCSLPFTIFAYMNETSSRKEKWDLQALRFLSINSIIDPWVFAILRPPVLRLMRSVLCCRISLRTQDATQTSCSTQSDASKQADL
An asterisk follows results filed as active; & = joins results of further samples.

Screening O=c1[nH]cnc2[nH]cc(CN3CCCCC3)c12 returned PGE2 EP2 inh 13.6.
Screening C=C[C@@H]1CN2CC[C@H]1C[C@@H]2[C@H](O)c1ccnc2ccccc12 returned PGE2 EP2 inh 9.3.
`Clc1ccc(C(c2ccc(Cl)cc2)C(Cl)(Cl)Cl)cc1` gave PGE2 EP2 inh 6.6.
`CC(C)(O)/C=C/C(=O)[C@](C)(O)[C@H]1[C@H](O)C[C@@]2(C)[C@@H]3CC=C4[C@H](C=C(O)C(=O)C4(C)C)[C@@]3(C)C(=O)C[C@]12C` gave PGE2 EP2 inh 37.5.
For O=C(Oc1cccc2cccnc12)c1cccc(S(=O)(=O)N2CCCC2)c1 the results were PGE2 EP2 inh 16.0.
`CCN1C[C@@]2(COC)C3[C@@H](OC)[C@H]4[C@@H]1[C@@]3(C1C[C@H]3[C@H](OC(=O)c5ccccc5)C1[C@]4(OC(C)=O)C[C@H]3OC)[C@@H](OC)C[C@H]2O` (some centres not stated) gave PGE2 EP2 inh 14.2.
Screening COc1cc2c(cc1O)C[C@@H]1c3c(cc(O)c(OC)c3-2)CCN1C returned PGE2 EP2 inh 12.9.
Screening CN(C)CCN(Cc1ccc(F)cc1)C(=O)Cc1csc(-c2cccnc2)n1 returned PGE2 EP2 inh 9.9.
CO[C@H]1[C@H](O)[C@@H](O[C@H]2CC[C@]3(C=O)C4CC[C@]5(C)[C@@H](C6=CC(=O)OC6)CC[C@]5(O)C4CC[C@@H]3C2)O[C@@H](C)[C@@H]1O (some centres not stated) was read as PGE2 EP2 inh 5.6.
`C[C@@H]1CC[C@@H]2N(C1)C[C@@H]1[C@](O)([C@H](O)C[C@]3(O)[C@H]4CC[C@@H]5[C@]6(O)O[C@@]4(C[C@@]13O)[C@@]5(C)CC[C@H]6O)[C@@]2(C)O` gave PGE2 EP2 inh 47.8*.
CC(=O)O[C@H]1[C@@H]2[C@@H](OC(=O)Cc3ccccc3)[C@@H](C)C[C@]2(OC(C)=O)C(=O)/C(C)=C/[C@H]2[C@H](CC[C@@]13CO3)C2(C)C was read as PGE2 EP2 inh 6.6.
Screening Nc1c2c(nc3ccccc13)CCCCC2 (tested in a mixture with another compound) returned PGE2 EP2 inh 12.6.

The final 7 entries of the part before lead into the next.
`CCN1C[C@@]2(COC)C3[C@@H](OC)[C@H]4[C@@H]1[C@@]3(C1C[C@H]3[C@H](OC(=O)c5ccccc5)C1[C@]4(OC(C)=O)C[C@H]3OC)[C@@H](OC)C[C@H]2O` (some centres not stated) gave PGE2 EP2 inh 14.2.
Screening COc1cc2c(cc1O)C[C@@H]1c3c(cc(O)c(OC)c3-2)CCN1C returned PGE2 EP2 inh 12.9.
Screening CN(C)CCN(Cc1ccc(F)cc1)C(=O)Cc1csc(-c2cccnc2)n1 returned PGE2 EP2 inh 9.9.
CO[C@H]1[C@H](O)[C@@H](O[C@H]2CC[C@]3(C=O)C4CC[C@]5(C)[C@@H](C6=CC(=O)OC6)CC[C@]5(O)C4CC[C@@H]3C2)O[C@@H](C)[C@@H]1O (some centres not stated) was read as PGE2 EP2 inh 5.6.
`C[C@@H]1CC[C@@H]2N(C1)C[C@@H]1[C@](O)([C@H](O)C[C@]3(O)[C@H]4CC[C@@H]5[C@]6(O)O[C@@]4(C[C@@]13O)[C@@]5(C)CC[C@H]6O)[C@@]2(C)O` gave PGE2 EP2 inh 47.8*.
CC(=O)O[C@H]1[C@@H]2[C@@H](OC(=O)Cc3ccccc3)[C@@H](C)C[C@]2(OC(C)=O)C(=O)/C(C)=C/[C@H]2[C@H](CC[C@@]13CO3)C2(C)C was read as PGE2 EP2 inh 6.6.
Screening Nc1c2c(nc3ccccc13)CCCCC2 (tested in a mixture with another compound) returned PGE2 EP2 inh 12.6.
For CCCN(CCC)CCc1c[nH]c2ccc(C(N)=O)cc12 the results were PGE2 EP2 inh 14.7.
Screening CCCCCCCCC(=O)NCc1ccc(O)c(OC)c1 returned PGE2 EP2 inh 8.3&9.6.
Cc1ccc(S(=O)(=O)O[C@H]2CN3CCC2CC3)cc1 was read as PGE2 EP2 inh 11.7.
Screening CCC(C)N1CCN(Cc2cc(OC)c(OC)cc2OC)CC1 (configuration not stated) returned PGE2 EP2 inh 8.8.
O[C@H](CN1CC1)[C@@H](O)CN1CC1 was read as PGE2 EP2 inh 42.4*.
`COc1cc(OC)c(OC)cc1CN1CCN(C(=O)COc2ccc(C)cc2)CC1` gave PGE2 EP2 inh 13.8.
For C[C@H](CN(C)C)C(C#N)(c1ccccc1)c1ccccc1 the results were PGE2 EP2 inh 6.3.
`CCC1(c2ccc(N)cc2)CCC(=O)NC1=O` (configuration not stated) gave PGE2 EP2 inh 16.2&14.9&17.5.
Screening O=C(O)c1cccc([As]=[As]c2cccc(C(=O)O)c2)c1 (configuration not stated) returned PGE2 EP2 inh 42.1*.
Screening O=C(C[C@H](c1ccccc1)c1c(O)c2ccccc2oc1=O)c1ccccc1 returned PGE2 EP2 inh 45.7*.
`CCN1CCN(c2ccc(NC(=O)C(C)C)cc2)CC1` gave PGE2 EP2 inh 9.3.
Screening NC(C(=O)O)c1cc(=O)[nH]o1 (configuration not stated) returned PGE2 EP2 inh 12.9.
For CC(C)=CCCC1(C)C=Cc2c(O)c3c(c(CC=C(C)C)c2O1)OC12C(CC4CC1C(C)(C)OC2(C/C=C(/C)C(=O)O)C4O)C3=O (configuration not stated) the results were PGE2 EP2 inh 10.7.
`Cc1ccc2scc(CC(=O)N(CCN(C)C)C3CCN(C)CC3)c2c1` gave PGE2 EP2 inh 9.9.
Screening CCCn1cc(CN2C3CCC2CC(O)(c2ccccc2F)C3)cn1 (configuration not stated) returned PGE2 EP2 inh 5.8.
O.O.[NH-]C1(C(=O)O)CCCC1.[NH-]C1(C(=O)O)CCCC1.[Ni+2] was read as PGE2 EP2 inh 47.4*.
c1ccc(CCNCc2c[nH]c3ccccc23)cc1 was read as PGE2 EP2 inh 7.2.
CCn1nc(CC(=O)N(CCN(C)C)C2CCN(C)CC2)c2ccccc2c1=O was read as PGE2 EP2 inh -2.2.
For O=C1NCCN2CCCCC12 (configuration not stated) the results were PGE2 EP2 inh 7.4.
For CCCCC[C@H]1C(=O)O[C@H](C)[C@H](NC(=O)c2cccc(NC=O)c2O)C(=O)O[C@@H](C)[C@@H]1OC(=O)CC(C)C the results were PGE2 EP2 inh 12.4.
COc1cc2c(cc1OC)[C@@H]1C(=O)c3ccc4c(c3O[C@@H]1CO2)CC(C(C)C)O4 (some centres not stated) was read as PGE2 EP2 inh 6.7.
COP(=S)(OC)SCn1nnc2ccccc2c1=O was read as PGE2 EP2 inh 13.4.
Screening CC1(C)C2C[C@@H](O)[C@]3(C)C(CC[C@@]4(C)[C@H](c5ccoc5)OC(=O)[C@H]5O[C@]543)[C@@]2(C)[C@@H](O)C[C@H]1O (some centres not stated) returned PGE2 EP2 inh 14.6.
Cc1ccc(O)cc1 was read as PGE2 EP2 inh 12.1.
For CCOc1ccc(CN2CCNCC2)cc1 the results were PGE2 EP2 inh 3.0.
Screening N#CC(C#N)=Cc1ccc([N+](=O)[O-])c(O)c1 returned PGE2 EP2 inh 9.0.
Screening Cc1cc2occ(CC(=O)N(CCN(C)C)C3CCN(C)CC3)c2cc1C returned PGE2 EP2 inh 3.2.
CCc1cccc(C)c1N(C(=O)CCl)C(C)COC (configuration not stated) was read as PGE2 EP2 inh 16.9.
Cc1nc(CC(=O)N(CCN(C)C)Cc2ccc(F)cc2)cs1 was read as PGE2 EP2 inh 7.0.
`c1ccc(N=Nc2ccccc2)cc1` gave PGE2 EP2 inh 9.8.
For CN(C)CCN(C(=O)Cc1ccc2c(c1)CCC2)C1CCN(C)CC1 the results were PGE2 EP2 inh 6.6.
`C[N+]1(CCC(C(N)=O)(c2ccccc2)c2ccccc2)CCCCC1` gave PGE2 EP2 inh 12.2.
C[C@]12N[C@H](Cc3ccccc31)c1ccccc12 was read as PGE2 EP2 inh 19.6&7.2.
For CC[C@]1(OC(=O)CN)C(=O)OCc2c1cc1n(c2=O)Cc2cc3ccccc3nc2-1 the results were PGE2 EP2 inh 40.7*.
For Fc1ccc2c(c1)nc(C(F)(F)F)n2C1CCN(Cc2nnnn2Cc2ccco2)CC1 the results were PGE2 EP2 inh 25.7.
Screening NNCc1ccccc1 returned PGE2 EP2 inh 10.7.
Screening C[C@H]1C/C=C/[C@H]2[C@H](O)[C@H](C)[C@@](C)(O)[C@H]3[C@H](Cc4ccccc4)NC(=O)[C@]32[C@H](O)/C=C/[C@](C)(O)C1 returned PGE2 EP2 inh 17.2.
CCCCCCC(C)OC(=O)COc1ccc(Cl)cc1Cl (configuration not stated) was read as PGE2 EP2 inh 9.1.
Screening COc1cccc(CN2CCN(C(=O)COc3ccc(C)cc3)CC2)c1OC returned PGE2 EP2 inh 6.2.
For ClC1C(Cl)C(Cl)C(Cl)C(Cl)C1Cl (configuration not stated) the results were PGE2 EP2 inh 5.1.
For CC(C)(CN1CCCC1)CN1C2CCC1CC(O)(c1ccccc1F)C2 (configuration not stated) the results were PGE2 EP2 inh 3.4.
Screening N[C@H](Cc1ccc2oc3cc(=O)c4ccccc4c-3nc2c1)C(=O)O returned PGE2 EP2 inh 68.5*.
`COc1cccc(C2(O)CCN(CCNC(=O)c3c(C)noc3C)CC2)c1` gave PGE2 EP2 inh 7.4.
`NCCc1ccccc1` gave PGE2 EP2 inh 14.4.
O=c1ccc2cc(O[C@@H]3O[C@H](CO)[C@@H](O)[C@H](O)[C@H]3O)c(O)cc2o1 was read as PGE2 EP2 inh 14.0&13.7.
For COc1ccccc1/C=C/CN1C2CCC1CC(O)(c1nccn1C)C2 (configuration not stated) the results were PGE2 EP2 inh 7.1.
For Cc1cccc(C2=NCC(=O)N(CC(=O)N3CCOCC3)c3sccc32)c1 the results were PGE2 EP2 inh 5.9.
COc1cc2c(cc1OC)[C@@H]1C(=O)c3ccc4oc(C(C)C)cc4c3O[C@@H]1CO2 was read as PGE2 EP2 inh 14.4.
Screening COC(=O)C1=C(c2cccc(OC)c2OC)C[C@@H]2CC[C@H]1N2C(=O)NCCO returned PGE2 EP2 inh 7.2.
`CCn1nc(CC(=O)N2CCCCC2CN2CCCC2)c2ccccc2c1=O` (configuration not stated) gave PGE2 EP2 inh 6.6.
`O=C1CCCC2C3CC(CN12)[C@@H]1CCCCN1C3` (some centres not stated) gave PGE2 EP2 inh 9.4.
Screening NC(Cn1oc(=O)[nH]c1=O)C(=O)O (configuration not stated) returned PGE2 EP2 inh 13.0.
For Oc1c(Cl)c(Cl)c(Cl)c(Cl)c1Cl (tested in a mixture with another compound) the results were PGE2 EP2 inh 65.4*.
For NCCc1c[nH]c2ccc(OC(=O)C(=O)O)cc12 the results were PGE2 EP2 inh 16.8.
CC1=C2C(=O)[C@H]3[C@@H](CC=C4C[C@@H](O)CC[C@@]43C)[C@@H]2CC[C@@]12O[C@@H]1C[C@H](C)CN[C@H]1[C@@H]2C was read as PGE2 EP2 inh 41.0*.
Cc1c(O)c(O)cc2c1CC=C1[C@@]2(C)CC[C@@]2(C)C3C[C@](C)(C(=O)O)CC[C@]3(C)CC[C@]12C (some centres not stated) was read as PGE2 EP2 inh 8.5.
CCC1(C2=NCCN2)Cc2ccccc2O1 (configuration not stated) was read as PGE2 EP2 inh 14.0&10.0.
Screening C#CCOc1ccccc1CN1C2CCC1CC(O)(c1ccc(OC)cc1)C2 (configuration not stated) returned PGE2 EP2 inh 8.3.
For C[C@]12CC[C@@H](O)CC1CC[C@@H]1[C@@H]2CC[C@]2(C)C(=O)CC[C@@H]12 (some centres not stated) the results were PGE2 EP2 inh 18.1.
For COC(=O)C1=C(c2ccccc2)C[C@@H]2CC[C@H]1N2C(=O)NCCO the results were PGE2 EP2 inh 14.3.
For CC(=O)O[C@H]1CC[C@H]2[C@H]3CCC4=C[C@@H](C5SCCS5)[C@H](OC(C)=O)C[C@]4(C)[C@@H]3CC[C@]12C the results were PGE2 EP2 inh 30.0.
CCN1CC2(CO)CCC(O)C34C5CC6C(OC)CC(O)(C5C6OC)C(O)(C(OC)C23)C14 (configuration not stated) was read as PGE2 EP2 inh 9.3.
Screening CN1C(=O)CCS(=O)(=O)C1c1ccc(Cl)cc1 (configuration not stated) returned PGE2 EP2 inh 16.7&7.7.
For Cc1ccccc1C1=NCC(=O)Nc2sc3c(c21)CCCC3 the results were PGE2 EP2 inh 8.7.
For CCN1CCN(c2ccc(NC(=O)C(C)(C)C)cc2)CC1 the results were PGE2 EP2 inh 14.6.
For O=C(Nc1ccc([As](=O)(O)O)cc1)Nc1cccc(Cl)c1Cl the results were PGE2 EP2 inh 57.6*.
`CC[C@@H](CO)NC(=O)[C@@H]1C=C2c3cccc4[nH]cc(c34)C[C@H]2N(C)C1` gave PGE2 EP2 inh 11.4&12.4.
Screening COC(=O)C1=C(c2cccc(OC)c2OC)C[C@@H]2CC[C@H]1N2C(=O)NCC1CC1 returned PGE2 EP2 inh 13.1.
CCN1C[C@]2(COC)CC[C@H](O)[C@@]34C5C[C@H]6[C@H](O)C5[C@](O)(C[C@H]6OC)[C@@H]([C@H](OC)C23)[C@@H]14 (some centres not stated) was read as PGE2 EP2 inh 13.4.
CC(C)NC(C)Cc1ccc(I)cc1 (configuration not stated) was read as PGE2 EP2 inh 10.6.
For O=C1CC2(CCNCC2)Oc2ccc(F)cc21 the results were PGE2 EP2 inh 5.8.
For Nc1ccc(S(=O)(=O)c2ccc(NCN3C(=O)NC(=O)C(=O)C3=O)cc2)cc1 the results were PGE2 EP2 inh 43.6*.
Screening Nc1c(C(=O)Nc2ccc([As](=O)(O)O)cc2)cnc2nnnn12 returned PGE2 EP2 inh 52.2*.
`CN1C2CCC1CC(OC(c1ccccc1)c1ccccc1N)C2` (configuration not stated) gave PGE2 EP2 inh 12.4&9.8&13.7.
NC(N)=NOCC[C@H](N)C(=O)O was read as PGE2 EP2 inh 8.5&9.6.
`O=C(N1CCOCC1)C1(c2ccccc2)CCNCC1` gave PGE2 EP2 inh 10.4.

Two entries drawn at random from the list so far:
`CN1C2CCC1CC(OC(c1ccccc1)c1ccccc1N)C2` (configuration not stated) gave PGE2 EP2 inh 12.4&9.8&13.7.
NC(N)=NOCC[C@H](N)C(=O)O was read as PGE2 EP2 inh 8.5&9.6.

Screening results from PubChem.

An excerpt; count on the stated rates, not on these rows.
